High-throughput results deposited in PubChem BioAssay by several laboratories.
Mtb FBA inh: Mtb FBA enzyme inhibitors, primary screen, biochemical, fluorescence, strain H37Rv. Fructose-bisphosphate aldolase (Mycobacterium tuberculosis (strain ATCC 25618 / H37Rv)), …. 2.3% of 360,000 active. inhibition, % at 1 µM. purified M. tuberculosis FBA, fluorescence read-out; in the data active = inhibition above about 27%;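 note: 0% = vehicle and 100% = reference inhibitor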
Rv3671c inh: Rv3671c serine protease inhibitors, primary screen, biochemical, fluorescence polarization, M. tuberculosis H37Rv; 0.048% of 320,000 active; AID 2606, 2010; P9WHR9; inhibition, % at 5.96 µM; in the data active = inhibition above about 38%;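 note: extracellular domain of Rv3671c used as enzyme; 0% = enzyme with DMSO and 100% = no enzyme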
Target sequence (P9WHR9 whole entry, looked up, the tested form may be a part): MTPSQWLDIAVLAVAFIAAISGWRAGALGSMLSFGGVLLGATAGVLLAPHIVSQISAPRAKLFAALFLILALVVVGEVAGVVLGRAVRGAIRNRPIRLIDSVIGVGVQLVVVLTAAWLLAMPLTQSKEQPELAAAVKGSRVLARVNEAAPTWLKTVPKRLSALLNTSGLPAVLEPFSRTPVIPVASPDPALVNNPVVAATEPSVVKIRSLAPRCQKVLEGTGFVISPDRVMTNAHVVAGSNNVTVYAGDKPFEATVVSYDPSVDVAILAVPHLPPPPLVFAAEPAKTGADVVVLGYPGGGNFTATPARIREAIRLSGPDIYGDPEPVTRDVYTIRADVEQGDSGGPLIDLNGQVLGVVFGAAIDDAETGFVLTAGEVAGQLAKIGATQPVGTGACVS
GDH-TPI inh: GDH-TPI coupling enzyme inhibitors, primary screen, artefact control for M. tuberculosis FBA inhibitor project, biochemical, absorbance, full deck | GDH-TPI coupled enzyme counterscreen, NADH absorbance | inhibition, % at 4.8 µM | 1.2% of 360,000 active; in the data active = inhibition above about 30%;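 note: 0% = DMSO wells and 100% = wells lacking the enzyme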
BoNT-F LC inh: BoNT/F light chain protease inhibitors, primary screen, biochemical, flow cytometry, MLPCN library | Botulinum neurotoxin type F light chain protease (Clostridium botulinum) | Multiplex microsphere protease cleavage assay | inhibition, % at 10 µM | 0.22% of 360,000 active | AID 588497, 2011; in the data active = inhibition above about 35%, passing the limit was not always enough; inconclusive = no clear call, values can overlap the other calls; note: plate controls were buffer without enzyme for full effect and enzyme alone for no effect
PrPC surface inh: inhibitors of human cell surface prion protein PrPC, primary screen, cell-based, TR-FRET | AID 720596, 2013 | Major prion protein (Homo sapiens), P04156 | inhibition, % at 13.8 µM | 0.43% of 370,000 active | TR-FRET read-out; in the data active = inhibition above about 24%; note: 0% = median of the test wells and 100% = reference compound wells
MazEF act: activators of E. coli MazEF toxin-antitoxin RNase, primary screen, biochemical, fluorescence, uHTS; FAM/BHQ RNA-DNA oligo cleavage fluorescence, 5 h; activation, % at 20 µM; 0.32% of 350,000 active; AID 504720, 2011; in the data active = activation above about 50%
Target sequence (P0AE70 whole entry, looked up): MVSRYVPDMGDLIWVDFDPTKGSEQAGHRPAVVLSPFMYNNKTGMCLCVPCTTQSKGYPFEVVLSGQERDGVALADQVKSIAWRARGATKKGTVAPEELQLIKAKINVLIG
FadD28 FP inh: inhibitors of FadD28 bisubstrate probe binding, primary screen, biochemical, fluorescence polarization, single point | Mycobacterium tuberculosis FadD28 fatty-acid-AMP ligase | inhibition, % at 12.5 µM | 0.22% of 360,000 active; in the data active = inhibition above about 8.5%, passing the limit was not always enough; inconclusive = no clear call, values can overlap the other calls
Mtb BioA inh: M. tuberculosis BioA enzyme inhibitors, primary screen, biochemical, plate reader, single point, HTS. purified M. tuberculosis BioA enzyme. 0.096% of 360,000 active. inhibition, % at 9.99 µM; in the data active = inhibition above about 40%; inconclusive = no clear call, values can overlap the other calls
UGM FP inh: M. tuberculosis UGM enzyme inhibitors, primary screen, biochemical, fluorescence polarization, single point. UDP-galactopyranose mutase (Mycobacterium tuberculosis (strain ATCC 25618 / H37Rv)), …. purified UGM, fluorescence polarization probe displacement. inhibition, % at 10 µM. 0.06% of 320,000 active. AID 504406, 2011; in the data active = inhibition above about 10%, passing the limit was not always enough; inconclusive = no clear call, values can overlap the other calls
Target sequence (P9WIQ1 whole entry, looked up): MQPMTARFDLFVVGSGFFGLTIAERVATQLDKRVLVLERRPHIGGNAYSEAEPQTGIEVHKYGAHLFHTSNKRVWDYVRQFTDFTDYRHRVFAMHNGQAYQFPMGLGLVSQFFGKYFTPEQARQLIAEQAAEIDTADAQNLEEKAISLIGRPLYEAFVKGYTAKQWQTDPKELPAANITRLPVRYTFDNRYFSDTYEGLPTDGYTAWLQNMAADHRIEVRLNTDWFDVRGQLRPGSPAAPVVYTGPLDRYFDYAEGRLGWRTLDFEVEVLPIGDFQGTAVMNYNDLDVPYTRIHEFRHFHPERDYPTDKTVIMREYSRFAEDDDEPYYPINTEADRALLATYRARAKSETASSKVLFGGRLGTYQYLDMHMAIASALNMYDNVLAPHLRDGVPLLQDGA
Numbers without * were called inactive; u = inconclusive; x = no result given; & = joins results of further samples.

cpd	Structure	Rv3671c inh	FadD28 FP inh	GDH-TPI inh	Mtb FBA inh	UGM FP inh	Mtb BioA inh	PrPC surface inh	MazEF act	BoNT-F LC inh
1	CCN(CC)C(=O)c1cccc(-c2csc(C(C)(NC(C)=O)c3ccccc3)n2)c1 (stereo not given)	x	-1.9	5.3	2.5	x	-1.7	-1.3	x	-4.6
2	Cc1cccc2cc(C#N)c(NCCNC(=S)NCCCN3CCOCC3)nc12	-1.5	-4.8	-5.7	30.6*	-1.6	0.6	-8.2	3.0	-11.2
3	COc1cccc(NS(=O)(=O)c2csc(C(N)=O)c2)c1	7.0	-1.1	-3.7	-0.5	1.0	x	9.9	5.2	-22.0
4	Cc1ccccc1NC(=O)COC(=O)CCc1c[nH]c2ccccc12	3.5	-2.5	4.2	4.8	0.9	x	7.9	8.9	3.4
5	O=c1c(-c2ccco2)[n+]([O-])c2ccccc2n1OCc1ccccc1F	3.7	-2.4	-0.9	-1.9	-0.2	-0.6	-15.3	18.5	-4.9
6	CN(C(=O)c1cccc(NC(=O)Cc2cccc(NC(=O)C3CCN(C(=O)C4CC4)CC3)c2)c1)C1CC1	x	0.1	5.5	1.5	x	-16.8	-0.7	9.8	-3.0
7	Cc1ccccc1C(=O)NNC(=O)/C=C\C(=O)O	8.0	-1.4	5.2	3.1	-3.7	x	-1.0	-3.4	-1.7
8	Cc1cnc(NC(=O)c2ccc3c(c2)C(=O)N(Cc2ccco2)C3=O)s1	-11.4	-3.4	15.6	-3.0	-0.4	-0.4	1.2	-0.2	-3.5
9	O=C1CCN(CCc2ccccc2)CCN1CCO	4.2	-3.9	7.4	1.2	2.6	0.1	-3.4	-1.5	9.6
10	Cc1ccc(NC(=O)C2CC(=O)N(c3ccccc3Cl)C2)cc1S(=O)(=O)N1CCOCC1 (stereo not given)	x	-3.1	3.1	2.8	x	1.0	-1.3	4.4	12.4
11	CCc1cccc(C)c1NC(=O)COC(=O)c1ccc2c(c1)S(=O)(=O)c1ccccc1C2=O	4.3	-0.3	7.8	0.7	-0.9	-2.1	-13.9	3.8	-3.4
12	COc1ccccc1NC(=O)c1ccc(NC(=O)COC(=O)C2CCCCC2)cc1	-10.0	-5.5	-1.6	-5.6	1.0	2.3	7.1	2.6	1.8
13	COCCN(C(=O)CCC(=O)Nc1nccs1)C(C(=O)NCCC(C)C)c1ccc(F)cc1 (stereo not given)	-1.7	x	-1.5	0.9	-2.3	-1.0	-9.6	2.4	-2.0
14	O=C(COc1ccc(Br)cc1)OCc1nnc(-c2ccccc2)o1	-12.2	-3.5	3.7	-2.1	-4.6	x	4.6	3.7	-13.7
15	Cc1cccc(NC(=S)N/C(=N/S(=O)(=O)c2ccccc2)c2ccccc2)c1	-9.6	-3.7&-2.8	-0.9&3.9	3.3&3.4	1.1	-0.6	3.4&2.4	-19.1&9.3	-5.0&-4.6
16	O=c1c(Cc2ccc(F)cc2)c(O)ccn1Cc1ccco1	0.3	-0.3	-1.3	4.2	-4.4	x	4.3	5.0	0.6
17	O=C(CCN1C(=O)S/C(=C/c2ccccc2)C1=O)Nc1ccc(O)c(C(=O)O)c1	-5.3	-2.7	41.7*	-1.6	4.2	1.2	-25.0	1.9	2.6
18	CCCCCOc1ccc(C)cc1CN(CCCl)CCCl	4.9	x	x	x	2.3	x	-6.1	-2.1	x
19	COc1ccc(CNC(=O)C2CC(c3cccc([N+](=O)[O-])c3)=NO2)cc1 (stereo not given)	0.9	-3.8	2.5	-2.4	-0.7	-1.5	-9.0	-1.2	-1.9
20	Cn1c(=O)c2c(nc(SCCCO)n2Cc2ccccc2Cl)n(C)c1=O	-2.6	-1.7	4.4	1.8	-4.2	1.3	4.7	-11.1	1.8
21	Cc1ccc(C(O)(CCN2CCCCC2)c2ccccc2)cc1 (stereo not given)	-1.6	-0.3	-3.9	0.8	-3.4	6.1	-3.2	-2.3	-15.6
22	N#Cc1cccc(NC(=O)c2cc(C3CCCCN3S(=O)(=O)c3ccccc3)on2)c1 (stereo not given)	x	-1.5	11.0	0.7	x	-0.8	26.3*	x	-7.6
23	O=C(NCCCN1CCOCC1)C(=O)N/N=C/c1c2ccccc2cc2ccccc12	0.8	-0.3	8.2	0.3	2.9	2.4	2.8	-7.1	1.4
24	O=C1c2ccccc2C(=O)N1CCOc1ccccc1Cl	-8.9	-3.5	5.3	6.9	-4.0	-0.9	-6.9	-17.1	-5.8
25	CC(=O)c1cccc(NC(=O)C2Cc3c(-c4cccc(C(C)=O)c4)ccnc3O2)c1 (stereo not given)	x	-0.2	3.6	-2.4	x	1.6	9.0	x	3.9
26	CC1(C)CC(=O)C(Sc2ccc(Br)cc2)=C(O)C1	-1.3	-4.2	-4.9	-0.3	-1.8	x	-6.2	6.6	-2.5
27	Cc1ccc(S(=O)(=O)N2CCC(C(=O)N[C@@H](C)C(=O)Nc3ccc4c(c3)OCO4)CC2)cc1	-4.6	-1.4	9.5	-2.4	-2.2	-0.4	3.9	-6.1	-1.8
28	O=C(O)CCCC(=O)Nc1ccccc1SCCS(=O)(=O)c1ccc(Cl)cc1	x	2.2	-11.6	2.8	-2.2	1.1	-5.0	5.1	-7.8
29	COc1ccc(C(C(=O)NC2CCCCC2)N(C(=O)c2ccccn2)c2cccnc2)c(OC)c1 (stereo not given)	-10.0	-4.3	-5.0	0.3	2.7	-0.4	2.2	6.0	-7.0
30	COc1ccc(C2NC(=S)N3C(c4ccc(OC)cc4)NC(=S)N23)cc1 (stereo not given)	-5.0	-0.7	3.4	2.3	-0.1	-1.6	-2.5	2.3	1.5

Arranged by SMILES length (low to high): part of the list above.
cpd	Structure	Rv3671c inh	FadD28 FP inh	GDH-TPI inh	Mtb FBA inh	UGM FP inh	Mtb BioA inh	PrPC surface inh	MazEF act	BoNT-F LC inh
21	Cc1ccc(C(O)(CCN2CCCCC2)c2ccccc2)cc1 (stereo not given)	-1.6	-0.3	-3.9	0.8	-3.4	6.1	-3.2	-2.3	-15.6
5	O=c1c(-c2ccco2)[n+]([O-])c2ccccc2n1OCc1ccccc1F	3.7	-2.4	-0.9	-1.9	-0.2	-0.6	-15.3	18.5	-4.9
17	O=C(CCN1C(=O)S/C(=C/c2ccccc2)C1=O)Nc1ccc(O)c(C(=O)O)c1	-5.3	-2.7	41.7*	-1.6	4.2	1.2	-25.0	1.9	2.6
27	Cc1ccc(S(=O)(=O)N2CCC(C(=O)N[C@@H](C)C(=O)Nc3ccc4c(c3)OCO4)CC2)cc1	-4.6	-1.4	9.5	-2.4	-2.2	-0.4	3.9	-6.1	-1.8

Further records
cpd	Structure	Rv3671c inh	FadD28 FP inh	GDH-TPI inh	Mtb FBA inh	UGM FP inh	Mtb BioA inh	PrPC surface inh	MazEF act	BoNT-F LC inh
31	COC(=O)C1N[C@@H]([C@@H](NC(=O)COc2ccccc2)C(=O)NCc2ccc(OC)cc2)SC1(C)C (stereo not given in full)	-9.1	0.9	8.6	1.1	-0.2	-3.6	0.1	0.8	0.3
32	Cc1cc(C)c(NC(=S)NCCO)c(C)c1	0.4	-3.1	-6.6	-0.8	-5.4	x	1.5	-4.7	-12.7
33	O=C(Cn1cc([N+](=O)[O-])cn1)Nc1ccn(Cc2c(F)c(F)c(F)c(F)c2F)n1	-6.0	-1.4	0.4	2.5	0.2	-2.9	-3.8	-11.6	-1.2
34	COc1cc(C2c3c(oc4cc(C)c(C)cc4c3=O)C(=O)N2c2cc(C)ccn2)ccc1O (stereo not given)	-0.4	-1.9	15.5	-2.6	-1.8	-0.3	-0.1	2.1	-5.1
35	COc1ccc(Cc2n[nH]c(=S)n2NC(=O)Nc2ccc(Cl)c(Cl)c2)cc1	-192.2	-3.2	-11.7	-2.0	2.3	-0.4	2.0	-0.6	0.2
36	CCC(=O)Nc1ccc2nc(SCC(=O)N3CCCC3)sc2c1	-1.7	-0.7	0.4	2.8	1.2	-0.3	x	1.6	1.5
37	CC(=O)c1ccc(NC(=O)Nc2cccc(Cl)c2)cc1	-118.4	-3.3	9.1	0.7	-2.3	2.8	9.5	-2.4	-0.4
38	O=C(C(Cc1ccccc1)n1cccc1)N1CCc2ccccc21 (stereo not given)	-1.5	-0.3	6.2	0.7	-0.3	-0.6	-3.5	3.5	-0.5
39	Cc1cc(C)c(C#N)c(N2CCN(S(=O)(=O)Cc3ccccc3)CC2)n1	-3.1	-1.8	13.4	13.8	0.3	-1.2	5.2	-1.9	4.0
40	COc1ccc(-n2nc(C(=O)NCC(=O)NCC3COc4ccccc4O3)c3ccccc3c2=O)c(OC)c1 (stereo not given)	-1.4	-0.7	13.7	1.8	-0.5	x	-0.7	-0.9	-3.9
41	O=C(NCC12CC3CC(CC(C3)C1)C2)c1nc2ncccn2n1	0.8	-2.0	-14.7	-0.1	-0.3	x	14.2	95.6*	-0.2
42	CCc1cccc(CC)c1-n1c(SCC(=O)c2c(N)n(C)c(=O)n(C)c2=O)nnc1-c1cccnc1	-0.4	-1.8	11.1	2.1	-0.8	-5.1	2.7	-9.6	3.5
43	CCCC(=O)Nc1nc(C)c(-c2csc(Nc3ccc(Cl)cc3)n2)s1	17.1	-2.8	12.3	4.4	-1.8	-2.2	10.6	3.2	-8.3
44	CC1Cc2nc(SCC(=O)N3CCCC3)n(C)c(=O)c2S1 (stereo not given)	6.6	0.7	-0.7	3.8	-1.7	6.9	8.1	4.4	0.2
45	O=C(COc1cc2oc(=O)cc(-c3ccccc3)c2cc1Cl)NC(Cc1c[nH]c2ccc(O)cc12)C(=O)O (stereo not given)	-4.4	2.3	27.4	2.6	2.3	3.7	-2.5	-4.1	-9.0
46	COc1ccccc1NC(=O)N1CCN(C)CC1	-3.8	-0.5	-5.3	2.3	-0.1	x	-1.8	1.4	-8.6
47	CCOc1cc(/C=N\NC(=O)CN2CCOCC2)ccc1OCc1ccc(F)cc1	-3.9	-1.4	11.9	2.5	2.0	x	-3.7	5.7	4.4
48	CCSC(=Nc1ccccc1)C1=C(O)COC1=O	0.0	-3.3	-7.4	-4.7	-1.7	1.1	0.6	-6.2	u
49	COC(=O)C1=C(C(=O)OC)SC2(S1)C(C(=O)OC)=C(C(=O)OC)SC1=C2c2cc(C)cc(C)c2NC1(C)C	-20.5	-3.5	4.4	1.8	1.7	-0.6	-5.8	-9.3	-4.6
50	COc1cccc(CNC(=O)CCC2CCCN(c3cc(C)nc(N)n3)C2)c1 (stereo not given)	1.0	-2.2	-3.5	2.2	-4.9	x	0.7	-7.6	1.4
51	COc1ccc(COCC(O)CN2CC(C)OC(C)C2)cc1OC (stereo not given)	-3.1	1.3	-2.4	0.0	-1.8	-3.7	-7.5	-2.6	5.9
52	c1cncc(Cc2cc3ccccc3[nH]2)c1	-4.2	-0.8	-3.7	2.8	1.9	0.1	0.1	1.8	30.6
53	CCCCCCSc1nc(O)c(C2OC(=O)c3c2ccc(OC)c3OC)c(=O)n1-c1ccccc1 (stereo not given)	11.4	-2.5	0.0	-1.0	1.5	0.3	-4.0	-4.9	-0.8
54	Cc1ccc(CN2CCN(Cc3ccc(-n4cccn4)cc3C)CC2CCO)cc1 (stereo not given)	-12.1	0.0	8.9	-0.1	3.6	-1.4	-2.4	6.3	-4.8
55	CCOC(=O)Cc1csc(NC(=O)Cc2ccc(Cl)cc2)n1	-3.6	-2.4	-8.6	-3.8	0.7	x	13.2	3.5	-7.4
56	O=c1[nH]c(CN2CCCCC2)nc2ccccc12	9.0	-4.4	-10.4	-1.6	-2.1	x	1.9	7.7	-2.4
57	O=C(O)CCc1ccc(-c2ccc(Cl)cc2)n1NC(=O)c1ccc(O)cc1	-5.5	-1.6	0.0	1.3	1.4	-2.4	1.6	-10.1	-2.5
58	Cc1cc(S(=O)(=O)n2[nH]c(=O)c(CCO)c2C)c(Cl)cc1Cl	0.6	-2.8	5.7	6.1	1.8	0.3	-2.1	-16.1	u
